# GPR7 antag = human neuropeptides B/W receptor 1 antagonism; GPR7-expressing cells, fluorescence antagonist assay; hit rate 1.1% among 290,000; inhibition, % at 4.4 µM; in the data active = inhibition above about 16%, passing the limit was not always enough;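 also: cells stimulated with the agonist NPW; 0% = agonist with vehicle and 100% = vehicle without agonist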
# Target sequence (P48145 whole entry, looked up): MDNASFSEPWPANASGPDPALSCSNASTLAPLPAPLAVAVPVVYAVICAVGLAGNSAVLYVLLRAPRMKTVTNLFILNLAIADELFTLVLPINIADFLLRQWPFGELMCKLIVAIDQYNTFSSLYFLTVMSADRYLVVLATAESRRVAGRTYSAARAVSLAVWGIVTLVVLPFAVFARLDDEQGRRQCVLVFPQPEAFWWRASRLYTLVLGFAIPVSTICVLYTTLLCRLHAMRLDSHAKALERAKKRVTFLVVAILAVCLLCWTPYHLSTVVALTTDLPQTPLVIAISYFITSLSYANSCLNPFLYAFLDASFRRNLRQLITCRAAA
# MEKK2wt PB1 HTS = raises or lowers MEK5 binding to wildtype human MEKK2 PB1 domain; AID 1531; Q9Y2U5; binding response (% of control), % at 10 µM; bead flow cytometry, Alexa488-MEK5 binding to MEKK2 WT; actives lie on both sides; hit rate 1.1% among 290,000; in the data active = binding response below about 67% or above about 130%
# V1aR counter = V1a receptor agonism, counter-screen for OXTR agonists. hit rate 0.25% among 320,000. P37288. AID 2797. activation, % at 3 µM. CHO-V1R cells, Fluo-8 calcium fluorescence, agonist mode; 0% DMSO, 100% 3 nM vasopressin;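 active = activation above the mean activation of all tested compounds plus 3 SD, per screening run, cut at about 20% in these data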;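 also: signal is peak over basal fluorescence ratio across a 100 second FLIPR read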
# Target sequence (P37288 whole entry, looked up): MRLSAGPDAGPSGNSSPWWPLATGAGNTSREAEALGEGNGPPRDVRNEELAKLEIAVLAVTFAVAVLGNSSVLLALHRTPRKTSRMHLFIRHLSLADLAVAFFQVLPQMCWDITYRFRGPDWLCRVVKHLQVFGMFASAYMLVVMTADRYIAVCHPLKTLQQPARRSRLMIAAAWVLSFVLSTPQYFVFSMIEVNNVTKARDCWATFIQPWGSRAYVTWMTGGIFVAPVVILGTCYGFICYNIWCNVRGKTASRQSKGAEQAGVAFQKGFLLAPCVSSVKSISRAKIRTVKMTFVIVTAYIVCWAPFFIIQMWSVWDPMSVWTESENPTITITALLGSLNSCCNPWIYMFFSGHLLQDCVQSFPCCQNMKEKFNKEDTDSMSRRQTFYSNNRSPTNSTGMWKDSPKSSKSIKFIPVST
# M18AAP inhibitor = PfM18AAP enzyme inhibition; recombinant PfM18AAP, H-Glu-NHMec fluorogenic cleavage; hit rate 1.2% among 290,000; inhibition, % at 7.35 µM;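 active = inhibition above the campaign mean inhibition over all tested compounds plus 3 SD, cut at about 28% in these data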;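 also: 0% = plate median of test compound wells and 100% = 2 mM ZnCl2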
# MEKK2 mut-MEK5 = signal of MEK5 binding to mutant human MEKK2 PB1 domain; bead flow cytometry, Alexa488-MEK5 binding to MEKK2 mutant; percent response, % at 10 µM; hit rate 0.35% among 290,000; in the data active = percent response above about 24%, passing the limit was not always enough; also: inactives centre near 1; some results filed as inactive read as strong as hits
# OXTR ag = activates the human oxytocin receptor; hit rate 0.32% among 320,000; activation, % at 3 µM; AID 2435; P30559; CHO-OTR cells, Fluo-8 calcium fluorescence; normalized: DMSO 0%, oxytocin 100%;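 active = activation above the mean of all tested compounds plus 3 SD, cutoff set per screening run, cut at about 20% in these data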;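 also: peak over basal fluorescence ratio from a 100 s FLIPR kinetic read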
# GalR3 antagonist = antagonists of human GalR3 | O60755 | HEK293 GalR3-CNG cAMP membrane potential fluorescence; galR3 body fused to GalR1 C-terminus | inhibition, % at 3 µM | hit rate 0.44% among 360,000 | AID 651719;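 active = inhibition above the screen-wide average plus 3 SD, cut at about 13% in these data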;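 also: forskolin and galanin both at EC90 stimulate the cells; cAMP rise reported by CNG channel membrane potential dye signal; 0% = forskolin plus galanin with DMSO and 100% = forskolin alone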
# Target sequence (O60755 1-299 limits assumed): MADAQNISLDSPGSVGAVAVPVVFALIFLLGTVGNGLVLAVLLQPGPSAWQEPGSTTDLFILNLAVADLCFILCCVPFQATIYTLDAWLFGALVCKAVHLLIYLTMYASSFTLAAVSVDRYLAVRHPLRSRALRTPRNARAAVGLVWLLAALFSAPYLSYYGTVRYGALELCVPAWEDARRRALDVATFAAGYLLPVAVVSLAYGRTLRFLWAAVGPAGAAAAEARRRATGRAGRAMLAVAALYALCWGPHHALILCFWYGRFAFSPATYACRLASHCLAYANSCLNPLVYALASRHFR
# NALP1 yeast inh = NALP1 inhibition | AID 2071 | inhibition, % at 10 µM | hit rate 0.61% among 280,000 | S. cerevisiae NALP1/ASC/caspase-1 growth, X-gal OD620, 72 h; in the data active = inhibition mostly above about 24%, no sharp cut-off; inactive = mostly below about 32%; also: some compounds called inactive have numbers as strong as hits
# OXTR potentiate = potentiators of human oxytocin receptor. P30559. CHO-OTR cells, Fluo-8 calcium fluorescence, potentiator mode; 0% = oxytocin EC15, 100% = EC100. activation, % at 3 µM. hit rate 0.061% among 320,000;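 active = activation above that plate's cutoff, the mean activation of tested compounds plus 3 SD, cut at about 6.6% in these data, passing the limit was not always enough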;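 also: 100% uses oxytocin at 75 nM as the full agonist control; some results filed as inactive read as strong as hits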
#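 Assay system: CHO cell line stably expressing human OTR | Also added: Oxytocin at about EC15, sub-maximal agonist stimulus | Times: Compound 6 min at room temperature before oxytocin, 100 s read | Measured by: Fluo-8 intracellular calcium fluorescence, ex 470-495, em 515-575 nm | Controls: EC15 oxytocin alone as 0%, 75 nM oxytocin as 100%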
# * hit, by the source's call; . = not tested or not shown.
SMILES,GPR7 antag,MEKK2wt PB1 HTS,V1aR counter,M18AAP inhibitor,MEKK2 mut-MEK5,OXTR ag,GalR3 antagonist,NALP1 yeast inh,OXTR potentiate
COc1cc(/C=N/NC(=O)c2ccccn2)cc2c1OCO2,-9,105,0.3,7,3,-0.3,-6,9,-10
CCOc1ccc(NC(=O)CSc2nc3ccccc3nc2N2CC(C)OC(C)C2)cc1 (configuration not stated),11,93,0.0,-2,-6,-1.8,.,18,0
COc1ccc(Cl)cc1N=Cc1c(O)cc(C)oc1=O,-13,97,1.3,-2,2,1.6,-8,.,-2
NNC(=O)c1cncc(Br)c1,21,102,-0.5,11,3,-2.1,-4,-5,-3
O=C(COc1cccc(Br)c1)N/N=C1\CCCc2ccccc21,-6,99,0.0,4,-4,0.7,-5,7,-1
COc1ccc(C(C(=O)Nc2ccc3c(c2)OCO3)N(C)C(=O)Cc2c[nH]c3ccccc23)cc1 (configuration not stated),3,92,4.3,-7,-2,4.0,0,17,-11
O=C(Cn1nc2ccccc2n1)N/N=C/c1cc([N+](=O)[O-])ccc1O,-6,105,0.2,14,-1,0.3,-6,-4,0
Cc1c(C(=O)NN2CCOCC2)oc2c1ccc1ccccc12,-17,93,-1.5,-4,-8,-2.1,-7,5,-13
COc1ccccc1CNC(=O)CN1NS(=O)(=O)c2ccccc2C1=O,.,.,-0.6,.,.,-0.9,-8,.,-7
COc1cccc(CN2CCNC(=O)C2CC(=O)N(C)C2CCOCC2)c1OC (configuration not stated),-3,114,-0.4,7,9,-0.2,-3,3,-15
Cc1ccc(NC(=O)c2ccc(NCc3ccco3)c([N+](=O)[O-])c2)cc1Cl,0,109,0.3,-3,14,-0.9,0,15,0
Cc1ccccc1NC(=O)c1cccc2nc3ccccc3nc12,-9,.,-0.2,5,.,-1.1,-3,1,-6
O=C(Nn1cnnc1)c1cc(-c2cccc(Br)c2)nc2ccccc12,-7,104,-1.1,61*,-3,-0.6,-6,.,-19
N#Cc1c2c(c(-c3ccccc3)[nH]c1=O)CCCC2,-1,96,.,5,-4,.,-3,12,.
CCOc1ccc(NC(=O)COC(=O)C2C3CC4OC(=O)C2C4C3)cc1 (configuration not stated),0,99,1.1,-6,-8,0.0,-9,13,-6
COCCCNC(=O)C1CCCN(C(=O)Nc2ccc(OC)cc2)C1 (configuration not stated),-18,94,0.2,-6,-3,0.0,-6,.,-6
Cc1sc2nc(SCC(=O)OC(C)C)n(C)c(=O)c2c1C,-17,108,.,9,-1,.,-1,0,.
CCc1nc(CN2CCN(c3ccc(C(F)(F)F)cn3)CC2)c(C)[nH]1,3,104,4.3,0,1,2.8,-5,.,-4
CC1=C(C(=O)Nc2ccccc2)C(c2ccncc2)C(C#N)=C(SCC(=O)NC2CC2)N1 (configuration not stated),-7,104,0.2,5,-6,-0.5,0,-7,2
COc1cccc(CN2CCNC(=O)C2CC(=O)N(C)C2CCOCC2)c1 (configuration not stated),4,96,-0.1,17,-3,0.6,-7,26,-6
CCOC(=O)N1CCN(C(=O)c2ccc3nc4cc(Cl)ccc4c(=O)n3c2)CC1,-11,101,0.8,-9,-1,0.1,-5,.,-3
Cc1ccc2c(c1)c(N=Nc1cccc(C(=O)O)c1)c(O)n2C,-4,94,1.6,-4,-7,1.1,-1,-3,-3
Cc1ccc2nsnc2c1S(=O)(=O)N1CCN(CCc2ccccc2)CC1,-11,97,1.1,2,3,-0.8,-4,19,3
O=C(Cc1ccccc1)NCC(=O)OCC(=O)c1ccc(F)cc1,-18,103,0.1,-6,4,-0.5,0,8,-3
Cc1ccc(NC(=O)Nc2ccccc2C#N)c(Cl)c1,8,102,2.1,2,-2,-0.1,-2,-5,-4
C=C1CC(C)OC(c2ccccc2OCC(O)CN2CCCCC2)C1 (configuration not stated),-7,116,-0.8,-5,3,-1.7,-5,28,-2
CC(=O)NCC(=O)OCC(=O)N1c2ccccc2Sc2ccccc21,-14,97,1.1,6,0,0.1,-1,3,-2
CC(C)Cn1c(SCC(=O)NC(=O)NC2CCCC2)nc2ccccc21,0,83,-1.0,-7,-6,-1.8,-4,19,0
CCOC(=O)C1=C(c2ccc(OC)cc2)C(=O)c2ccccc2C1=O,-27,99,-0.8,7,7,-2.4,-7,38,4
Cc1cc(NCc2ccccc2)nc2ccccc12,6,106,32*,6,3,17,-5,14,-35
CCOCC(=O)Nc1ccccc1C(=O)OCC,-15,101,-1.4,-3,9,-2.5,-3,26,-12
COc1ccc(NC(C)=O)cc1NC(=O)c1ccc2ccccc2c1,-8,90,-0.1,-6,-9,-0.2,-2,3,-5
CC1=CN2C(=NC(=O)CC2(C)C(=O)N(CC(=O)NC2CCCC2)Cc2ccccc2)C=C1 (configuration not stated),-13,97,-1.0,-5,-1,0.8,-9,5,-2
COc1cc2c(cc1OC)CN(CC(=O)NC(=O)NCc1ccco1)CC2,-7,104,1.2,0,1,-1.1,4,19,-6
COc1cccc(NC(=O)CN(C)C(=O)CSCC(=O)Nc2ccc(C)cc2)c1,.,.,-0.2,.,.,-0.7,-5,.,3
CCCn1c(=O)c2c(nc3n2CCCN3Cc2ccccc2)n(C)c1=O,-3,101,1.1,-2,6,0.4,-11,0,-8
COc1ccc(C(C)NS(=O)(=O)Cc2ccccc2)cc1 (configuration not stated),1,103,-0.1,-2,2,-1.7,-1,0,-17
O=C1CCCN1CC(O)CS(=O)(=O)c1ccc(Cl)cc1 (configuration not stated),11,93,-0.1,-1,-1,3.4,-5,13,-9
O=C(CN1CCN(c2ccccn2)CC1)Nc1ccccc1,-3,107,0.0,5,10,-0.4,-1,7,0
CC(C)(C)OC(=O)N[C@H](C(=O)OC(C)(C)C)c1ccccc1,.,.,-1.5,.,.,-1.8,-4,.,5
CSCCC(NC(=O)c1c(C)oc2c1CCCC2)C(=O)O (configuration not stated),-3,105,-0.3,-9,0,0.0,-4,9,-14
CCOc1ccccc1CNC(=O)CCn1ccc2cc(S(=O)(=O)N3CCCCC3)ccc21,0,101,0.5,-4,3,-1.4,2,12,-3
CCOc1ccccc1NC(=O)CCS(=O)(=O)c1cccc2nonc12,0,104,-0.1,-2,2,-0.8,-4,-3,-4
Cc1ccc(CNC(=O)COC(=O)c2cc(=O)[nH]c3ccccc23)cc1,.,.,-0.2,.,.,-2.1,-9,.,-3
O=C(Nc1cnccn1)Nc1ccccc1Cl,-6,100,-0.2,-1,-3,-1.8,2,15,-5
COc1ccc(-c2c(C#N)sc(C(N)=O)c2-c2ccc(OC)cc2)cc1,0,91,0.2,-4,-20,-2.8,-6,4,-11
CCCCC1(C)NC(=S)N2N1C(=S)NC2(C)CCCC (configuration not stated),-17,104,0.0,12,5,-1.3,-1,-5,-7
COC(=O)Cc1[nH]n(-c2nc3ccccc3s2)c(=O)c1C(C)=O,-4,102,0.3,-1,7,0.3,-5,2,-9
Cc1onc(-c2ccccc2)c1-c1nc2cc(Cl)ccc2c(=O)o1,-11,99,-0.9,5,3,-1.1,-2,-1,-8
CCCc1ccc(NS(=O)(=O)c2c(C)oc(C)c2C(=O)OC)cc1,-13,102,-1.3,0,0,-2.7,1,.,-4

# (cont.)
SMILES,GPR7 antag,MEKK2wt PB1 HTS,V1aR counter,M18AAP inhibitor,MEKK2 mut-MEK5,OXTR ag,GalR3 antagonist,NALP1 yeast inh,OXTR potentiate
OCC1CCCN(C(=S)Nc2ccc(Nc3ccccc3)cc2)C1 (configuration not stated),-2,101,2.9,11,3,4.0,-5,-14,-2
S=C(NCc1ccccc1)NN1CCOCC1,-7,100,0.1,1,1,-0.1,-7,4,0
CSc1nnc(-c2cc3ccccc3cc2O)n1C,-14,97,1.1,4,-2,-0.7,-3,11,-11
CN(C)S(=O)(=O)c1cc(NC(=O)CN2CCOCC2)ccc1Cl,-7,104,0.8,4,0,-0.2,12,-13,3
O=C(O)CCC(=O)N1N=C(c2ccc(Br)cc2)CC1c1cccc(Br)c1 (configuration not stated),4,102,9.0,-1,5,7.7,-5,10,-4
COc1ccccc1NC(=S)NC1CC2CCC1C2 (configuration not stated),-2,100,-1.4,-2,10,-2.7,-2,.,-3
Cc1cc(/C=N/Nc2ncnc(N)c2[N+](=O)[O-])c(C)n1-c1ccccc1,-9,96,4.3,17,-4,2.9,-2,.,-3
CSc1nc(Oc2ccccc2)c2sccc2n1,-6,94,-0.9,-12,-3,-2.4,-5,21,-10
COCCCNC(=S)N/N=C/c1ccc(N(C)C)cc1Cl,-13,102,-1.7,10,4,-2.3,1,-1,4
CCOC(=O)C(NC(=O)NC1CCCCC1)(c1ccccc1)C(F)(F)F (configuration not stated),-4,103,-1.2,-9,12,-2.3,-6,41,-2

# The list goes on, starting with the last four of the part before.
SMILES,GPR7 antag,MEKK2wt PB1 HTS,V1aR counter,M18AAP inhibitor,MEKK2 mut-MEK5,OXTR ag,GalR3 antagonist,NALP1 yeast inh,OXTR potentiate
Cc1cc(/C=N/Nc2ncnc(N)c2[N+](=O)[O-])c(C)n1-c1ccccc1,-9,96,4.3,17,-4,2.9,-2,.,-3
CSc1nc(Oc2ccccc2)c2sccc2n1,-6,94,-0.9,-12,-3,-2.4,-5,21,-10
COCCCNC(=S)N/N=C/c1ccc(N(C)C)cc1Cl,-13,102,-1.7,10,4,-2.3,1,-1,4
CCOC(=O)C(NC(=O)NC1CCCCC1)(c1ccccc1)C(F)(F)F (configuration not stated),-4,103,-1.2,-9,12,-2.3,-6,41,-2
COC(=O)c1ccc(NS(=O)(=O)c2cc3c4c(c2)C(C)C(=O)N4CCC3)cc1 (configuration not stated),.,.,0.4,.,.,-0.2,-1,.,-7
CCOC(=O)Cc1nnc(Nc2ccc(C)cc2C)c2ccccc12,-3,101,-0.8,-1,0,-2.5,-12,3,-6
CCNc1ccc(C(=O)N/N=C/c2c(C)nn(-c3ccccc3)c2N2CCCC2)cc1[N+](=O)[O-],-7,107,0.0,-4,1,-0.3,-5,36,-6
COc1ccc(CCNC(=O)CSc2ncnc3c2oc2ccccc23)cc1OC,2,89,2.5,-4,-18,2.4,5,4,-15
CCOc1cc(C(=O)OCC(=O)NCc2ccco2)cc(OCC)c1OCC,-15,103,-1.5,10,5,-3.2,3,2,1
O=S(=O)(NCc1ccco1)c1ccc2ccccc2c1,0,92,1.4,2,-6,-0.4,-9,8,-5
O=C(C(c1ccccc1)c1ccccc1)N1CCN(Cc2ccc(Br)cc2)CC1,-4,93,0.1,-4,0,-0.5,-3,12,1
COc1cc2c(cc1OC)CN(Cc1cc(OC)c3c(c1)OCO3)CC2,-16,107,0.3,-4,8,1.0,-14,5,-1
COc1ccccc1N(CC(O)Cn1c(C)nc2ccccc21)S(=O)(=O)c1ccccc1 (configuration not stated),1,104,0.4,-8,-2,0.7,-3,-38,-6
O=C(O)c1cc([N+](=O)[O-])cc2c1C=Cc1ccccc1O2,-2,103,0.2,8,1,0.4,-11,23,-3
O=C(Nc1ccc2c(c1)OCO2)C1CCN(c2ccc(S(=O)(=O)N3CCOCC3)cc2)CC1,-6,87,0.5,0,-12,1.9,-6,20,-8
CC(C)C12CCC(C(=O)O)C(C1)C(=O)O2 (configuration not stated),-12,97,0.0,2,1,0.8,2,-4,0
CCN(CC)CCCNC(=O)CCC(=O)Nc1ccc2nc(N3CCC(C)CC3)cc(C)c2c1,-12,125,-0.4,-6,17,-0.7,9,17,0
